# Bioassay records as filed in PubChem.
# uPA generation: cell surface uPA generation inhibition; Potency, µM (titrated, usually from 38.3 µM), without a hit: at the top dose activity change, negative = inhibition, usual class: inhibitors; cell surface uPA generation assay, qHTS; 330,000 compounds, 0.31% hits; active means well fitted inhibition curve with a large enough effect; inconclusive means small, poorly fitted or top-dose-only effect; inactive means no such curve, though single readings can be large or run the other way; tested in mouse RAW 264.7 cells; further: potency means the concentration at half of the fitted maximal effect; on the % scale 0 is the no-effect control and ±100 the full control effect; nearly all actives have a fitted effect of over 55% in size
# FLuc counter: counter-screen for miR-21 project: firefly luciferase inhibitors or activators; purified FLuc, Km substrates, luminescence inhibition; Potency, µM (series often up to 57.5 µM), for the others: top-dose activity change, negative = inhibition, actives largely listed as inhibitors; 360,000 compounds, 6.9% hits; AID 588342;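 further: potency means the concentration at half of the fitted maximal effect; plate controls were vehicle for no effect and reference inhibitor for full effect; nearly all actives have a fitted effect of over 55% in size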
#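 Purified P. pyralis luciferase, 10 nM final, with Km-level 10 uM D-luciferin and 10 uM ATP in 50 mM Tris acetate pH 7.5, 10 mM Mg acetate, 0.01% Tween-20, 0.05% BSA; 6-point qHTS titration about 60 µM downward; luminescence read.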
# NPC1 prom act: activators of NPC1 promoter; Huh7 NPC1 promoter luciferase reporter, 24 h; Potency, µM (series often up to 9.22 µM), for the others: at the top dose activation, actives largely listed as activators; 320,000 compounds, 2.4% hits; AID 485313;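 further: potency means the concentration at half of the fitted maximal effect; % of control where 0% means no effect; nearly all actives have a fitted effect of over 60% in size; reporter is driven by a mutant NPC1 promoter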
#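 Quantitative HTS used a cell-based reporter: Huh7 cells stably bearing the NPC1 promoter upstream of luciferase were treated with compounds for 24 h, and promoter activation was read as luminescence.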
# Giardia kill: Giardia lamblia killing. Giardia lamblia trophozoite viability. activity change, % at 7.66 µM, hits read low. 340,000 compounds, 0.15% hits; in the data active means activity change below about -80%; inconclusive means between about -30% and that limit;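 further: parasites exposed to compound for two days anaerobically before the ATP read; on the % scale 0 is the no-effect control and ±100 the full control effect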
#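 ATP-content bioluminescence gauges trophozoite survival. Cells (100/well) receive compound and incubate anaerobically for 48 hrs at 37 deg C; detection reagent follows for 15-30 min at room temperature.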
# VP16 counter: counter-screen for ROR gamma inhibitors: Gal4-VP16 reporter. AID 2546. 310,000 compounds, 3.5% hits. Drosophila S2 Gal4-VP16 UAS-luciferase, luminescence, 20 h. Potency, µM (titrated, usually from 53.6 µM), inactives show at the highest dose activity, negative = inhibition, most hits filed as inhibitors;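 further: Gal4-VP16 expression switched on by copper sulfate through the metallothionein promoter; potency means the concentration at half of the fitted maximal effect; on the % scale 0 is the no-effect control and ±100 the full control effect; nearly all actives have a fitted effect of over 50% in size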
# Rab9 promoter act: activators of Rab9 promoter. Huh7 Rab9 promoter-luciferase reporter, luminescence, 24 h. Potency, µM (titrated, usually from 9.22 µM), for inactives: top-dose activation, negative = inhibition, hits mostly activators. 320,000 compounds, 2.8% hits. AID 485297; further: potency means the concentration at half of the fitted maximal effect; % of control where 0% means no effect; nearly all actives have a fitted effect of over 60% in size
#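 Steps: seed 1500 Huh7 Rab9-luc cells per well, rest 2 h at 37 °C; add compound in DMSO; incubate 24 h; add luciferase reagent, 10 min ambient; read luminescence.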
# KCNH2 3.1 block: KCNH2 3.1 (human) potassium channel inhibition. U2OS KCNH2 3.1, thallium flux FluxOr; hits give low values. activity change, % (tested at about 1.8 µM). 340,000 compounds, 0.95% hits. AID 720553;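 active means maximum activity change below -70%; inconclusive means maximum activity change from -70% to -50%; inactive means maximum activity change above -50%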;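 further: thallium influx rate constant from kinetic fluorescence after stimulation buffer; on the % scale 0 is the no-effect control and ±100 the full control effect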
#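 Thallium flux via FluxOr fluorescence (Red40 quencher, 45 min loading) in U2OS cells virally expressing the KCNH2 3.1 isoform (1.77 x 10^8 /mL virus, overnight at 37 C). Rate constants from 2-min kinetic reads post-stimulation, normalised to positive and negative controls.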
# ELG1 genotox: induces genotoxicity in HEK293T cells with luciferase-tagged ELG1 | 330,000 compounds, 1.3% hits | HEK293T ELG1-luciferase reporter, luminescence, 16 h | Potency, µM (doses to about 46 µM), inactives show at the top dose activity change, positive = activation, actives largely listed as activators | AID 504466; further: potency means the concentration at half of the fitted maximal effect; % of control where 0% means no effect; nearly all actives have a fitted effect of over 60% in size
#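 Luminescence read-out: rising ELG1-luciferase signal, reflecting elevated ELG1 protein under genetic stress, flags genotoxic compounds. Cells were treated for 16 hr at 37 °C before ONE-Glo detection.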
# Tb PFK block: blocks T. brucei phosphofructokinase; O15648; T. brucei PFK, ADP-Glo luminescence; Potency, µM (series often up to 57.5 µM), for the others: at the top dose activity, negative = inhibition, usual class: inhibitors; 330,000 compounds, 0.17% hits;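 further: potency means the concentration at half of the fitted maximal effect; 0% = uninhibited 1x PFK enzyme wells and -100% = no-enzyme wells; nearly all actives have a fitted effect of over 60% in size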
# Target sequence (O15648 whole entry, looked up): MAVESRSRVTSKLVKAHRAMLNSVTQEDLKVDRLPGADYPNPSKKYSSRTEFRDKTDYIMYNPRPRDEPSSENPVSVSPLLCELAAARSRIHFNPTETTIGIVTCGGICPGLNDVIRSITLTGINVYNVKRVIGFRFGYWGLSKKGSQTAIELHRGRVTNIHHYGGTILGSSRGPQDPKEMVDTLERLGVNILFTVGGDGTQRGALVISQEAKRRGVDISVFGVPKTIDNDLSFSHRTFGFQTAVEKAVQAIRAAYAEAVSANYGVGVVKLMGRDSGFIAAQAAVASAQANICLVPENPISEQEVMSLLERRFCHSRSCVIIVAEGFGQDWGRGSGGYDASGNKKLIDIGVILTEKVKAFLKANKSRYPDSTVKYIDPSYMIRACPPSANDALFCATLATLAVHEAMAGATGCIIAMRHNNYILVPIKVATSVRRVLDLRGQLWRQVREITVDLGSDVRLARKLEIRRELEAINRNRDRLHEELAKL
#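 In TEA buffer at pH 8.0 with 5 mM MgCl2, enzyme (1.25 nM) converted F6P (0.5 mM) and ATP (0.1 mM) for 45 min at room temperature. ADP product was read by luciferase luminescence.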
# FBPA coupling cs: coupling enzyme interference in Giardia aldolase counter-screen; coupling enzyme system counterscreen, AmpLite Red fluorescence; AID 2472; 290,000 compounds, 0.67% hits; activity change, negative = inhibition, % at 58.2 µM, hits read low; in the data active means activity change below about -30%; further: on the % scale 0 is the no-effect control and ±100 the full control effect
#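 First, compound is pin-transferred into glyceraldehyde-3-phosphate coupling-enzyme reagent at 57.5 uM final and held 10 min at RT. Next, substrate, coupling system and AmpLite Red are added. After 20 min RT, fluorescence (525/598 nm) is read.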
# RORgamma inh: inhibitors of mouse ROR gamma transcriptional activity. P51450. Drosophila S2 Gal4-RORgamma UAS-luciferase reporter, 20 h. Potency, µM (series often up to 53.6 µM), without a hit: at the top dose activity change, negative = inhibition, most hits filed as inhibitors. 310,000 compounds, 5.4% hits. AID 2551; further: potency means the concentration at half of the fitted maximal effect; on the % scale 0 is the no-effect control and ±100 the full control effect; nearly all actives have a fitted effect of over 60% in size
# Target sequence (P51450 whole entry, looked up, the tested form may be a part): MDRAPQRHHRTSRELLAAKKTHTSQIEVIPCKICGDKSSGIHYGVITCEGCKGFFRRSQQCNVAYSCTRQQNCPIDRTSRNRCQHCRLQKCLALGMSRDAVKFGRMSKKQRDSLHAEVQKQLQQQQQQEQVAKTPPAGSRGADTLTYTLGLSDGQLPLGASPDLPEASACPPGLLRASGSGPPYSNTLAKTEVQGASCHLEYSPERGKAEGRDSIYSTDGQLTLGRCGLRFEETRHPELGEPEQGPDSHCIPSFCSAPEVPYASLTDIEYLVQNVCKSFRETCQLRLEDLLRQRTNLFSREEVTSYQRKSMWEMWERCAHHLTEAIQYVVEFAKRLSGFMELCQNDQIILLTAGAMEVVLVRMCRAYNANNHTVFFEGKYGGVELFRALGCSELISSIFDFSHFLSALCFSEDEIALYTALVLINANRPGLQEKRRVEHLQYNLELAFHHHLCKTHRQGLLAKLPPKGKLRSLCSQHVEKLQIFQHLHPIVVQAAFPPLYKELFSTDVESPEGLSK
#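 ROR gamma transcriptional activity was tracked as Gal4-UAS luciferase output in stably transfected Drosophila Schneider cells, with compound added 1 hr before 700 uM copper sulfate induction and a 20 hr ambient-temperature incubation.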
# * marks the source's active call; other numbers are inactive results; ? = inconclusive; nt = not tested or not shown. Unless noted, the call rests on the fitted dose curve; in most records, active means well fitted curve in the direction sought with a large enough effect; inconclusive means small, poorly fitted or top-dose-only effect, or another doubt; inactive means no such curve, though single readings can be large; an effect the other way counts as inactive or inconclusive.
SMILES,uPA generation,FLuc counter,NPC1 prom act,Giardia kill,VP16 counter,Rab9 promoter act,KCNH2 3.1 block,ELG1 genotox,Tb PFK block,FBPA coupling cs,RORgamma inh
Cc1cc(C(=O)NC2CCCc3ccccc32)ccc1[N+](=O)[O-] (stereo unspecified),4%,-3%,1%,-11,18%,-1%,-20,-3%,0%,-2,41%
NNC(=S)NCCc1ccccc1,-2%,-1%,6%,9,10µM*,7%,-1,-3%,3%,3,3.5µM*
O=C(CCl)Nc1cc(S(=O)(=O)N2CCOCC2)ccc1N1CCOCC1,-2%,-1%,-7%,-23,3%,1%,21,1%,-5%,-1,10%
CC1CCCN(S(=O)(=O)c2ccc3c(c2)CCN3C(=O)C2CCC2)C1 (stereo unspecified),0%,0%,1%,-4,1%,1%,nt,3%,7%,0,-41%
COc1ccc(CNCc2ccncc2)c(OC)c1,0%,-9%,-1%,?,-6%,-2%,-7,-1%,3%,-3,-18%
O=C(CCCOc1ccccc1)N1CCN(S(=O)(=O)c2ccccc2)CC1,2%,nt,-2%,12,nt,16%,-36,-1%,-2%,nt,nt
CC(C)c1ccc(CN2CCN(C(=O)CCl)CC2)cc1,3.5µM*,-1%,-2%,6,-2%,19%,-19,-10%,0%,4,5%
CCOc1ccc(CNS(=O)(=O)c2cc(CN3C(=O)c4cccnc4C3=O)ccc2OC)cc1,5%,1%,-6%,0,4%,-2%,-5,0%,0%,nt,0%
CCCc1nn2c(=O)cc(CSCC(=O)Nc3cccc(OC)c3)nc2s1,-1%,1%,-1%,-2,-3%,8%,10,3%,0%,1,0%
CC(=O)Nc1ccc(NCC(O)COc2ccccc2)cc1 (stereo unspecified),-1%,4%,0%,-17,4%,-4%,-9,-1%,3%,0,-3%
CC(=O)NC1C2CN3CCN(C2)CC1(Cc1ccccc1)C3 (stereo unspecified),8%,-1%,-1%,2,-5%,-5%,-3,1%,0%,3,-16%
CCOC(=O)N1CCN(C(=O)COc2ccc(Cl)c(C)c2)CC1,-2%,-5%,0%,12,-2%,10%,0,5%,-4%,2,-31%
COc1ccc(/C(C)=N/NC(=O)CNC(=O)c2ccncc2)cc1,-2%,-3%,-3%,11,-19%,0%,-5,0%,-3%,0,-4%
CC1(C)Cc2nc3sc4c(SCC(=O)O)ncnc4c3cc2CO1,2.2µM*,0.38µM*,?,?,14µM*,?,6,5%,2%,9,8.9µM*
CCOC(=O)c1c(C)[nH]c(C(=O)COC(=O)CCSc2ccccc2)c1C,-1%,17µM*,9%,16,20%,2%,4,?,-1%,7,5%
O=C(N/C(=C/C=C\c1ccccc1)C(=O)N1CCOCC1)c1ccc(Br)cc1,-1%,-7%,-3%,-1,-7%,-6%,-14,-7%,-2%,-4,22%
Cc1ccc(C2C=C(c3ccc4c(c3)OCO4)Nc3ncnn32)cc1 (stereo unspecified),-3%,-16%,?,9,-1%,22%,-27,3%,-7%,4,-3%
COc1ccc(-c2ccc(SCC(=O)Nc3nnc(C)s3)nn2)cc1,?,1.3µM*,6%,?,-2%,?,-3,8%,1%,-4,-23%
CCC(=O)Nc1nnc(S(=O)(=O)N(CC(C)C)c2ccccc2)s1,19%,2%,-4%,18,-7%,3%,6,-1%,-7%,0,-21%
COc1cc(/C=N/NC(=O)c2cc(-c3ccc4c(c3)OCO4)n[nH]2)ccc1O,1%,?,0%,-21,?,-5%,-7,2%,9%,-1,-38%

# Nothing new here: an excerpt of the list.
SMILES,uPA generation,FLuc counter,NPC1 prom act,Giardia kill,VP16 counter,Rab9 promoter act,KCNH2 3.1 block,ELG1 genotox,Tb PFK block,FBPA coupling cs,RORgamma inh
O=C(N/C(=C/C=C\c1ccccc1)C(=O)N1CCOCC1)c1ccc(Br)cc1,-1%,-7%,-3%,-1,-7%,-6%,-14,-7%,-2%,-4,22%
Cc1ccc(C2C=C(c3ccc4c(c3)OCO4)Nc3ncnn32)cc1 (stereo unspecified),-3%,-16%,?,9,-1%,22%,-27,3%,-7%,4,-3%
COc1ccc(-c2ccc(SCC(=O)Nc3nnc(C)s3)nn2)cc1,?,1.3µM*,6%,?,-2%,?,-3,8%,1%,-4,-23%
CCC(=O)Nc1nnc(S(=O)(=O)N(CC(C)C)c2ccccc2)s1,19%,2%,-4%,18,-7%,3%,6,-1%,-7%,0,-21%
COc1cc(/C=N/NC(=O)c2cc(-c3ccc4c(c3)OCO4)n[nH]2)ccc1O,1%,?,0%,-21,?,-5%,-7,2%,9%,-1,-38%

# Next section
SMILES,uPA generation,FLuc counter,NPC1 prom act,Giardia kill,VP16 counter,Rab9 promoter act,KCNH2 3.1 block,ELG1 genotox,Tb PFK block,FBPA coupling cs,RORgamma inh
CC(NC(=O)CC(O)(C(F)(F)F)C(F)(F)F)c1ccccc1 (stereo unspecified),9%,2%,0%,-9,-1%,3%,-4,0%,0%,-4,21%
N=c1c(S(=O)(=O)c2ccc(Br)cc2)cc2c(=O)n3ccccc3nc2n1Cc1ccco1,-1%,7%,-4%,?,-9%,1%,5,1%,-3%,0,-3%
O=C(NNC(=O)C1CCC1)c1ccc(Cl)cc1,6%,4%,-6%,18,-9%,0%,-2,7%,-7%,nt,2%
CCOC(=O)C1CCN(C(=O)c2cccc(NS(=O)(=O)c3ccc(Br)cc3)c2)CC1,-11%,6%,-4%,12,nt,-4%,-10,2%,12%,nt,nt
CC(=O)Nc1ccc(Sc2ncnc3scc(-c4ccccc4)c23)cc1,-3%,-2%,0%,12,1%,-5%,-3,0%,-2%,6,42%
Cc1sc2ncnc(NCCc3ccc(S(N)(=O)=O)cc3)c2c1C,-11%,4%,-18%,5,2.5µM*,-28%,0,-18%,6%,0,8.9µM*
CC(C)OC(=O)c1ccc(NC(=O)c2ccco2)cc1,2%,13µM*,2.5µM*,-6,1%,3.2µM*,15,2.8µM*,1%,-2,?
CCOC(=O)Cn1c(=O)n(C2CCCC2)c(=O)c2ccccc21,-4%,1%,0%,4,2%,2%,-2,0%,2%,1,18%
CN(Cc1cccc(Cl)c1Cl)C(=O)c1ccc(NC(=O)CC#N)cc1,-5%,-1%,2%,0,-3%,1%,0,1%,-5%,4,14%
Cc1ccc(S(=O)(=O)N2CCCCC2)cc1NC(=O)c1cc2ccccc2o1,16%,?,-1%,-2,nt,-1%,-9,-3%,-3%,nt,nt
CS(=O)(=O)N(CC(=O)N1CCN(c2ccccc2)CC1)c1cccc(Br)c1,-7%,-1%,5%,12,1%,10%,3,-4%,-3%,-2,-5%
CCNC(=S)N1CCN(S(=O)(=O)c2ccc(C)cc2)CC1,-13%,3%,0%,5,7%,1%,4,-3%,-6%,3,9%
COc1ccc(-c2nn(C)c(=O)c3ccccc23)cc1NC(=O)Cn1nc(-c2ccccc2)c2ccccc2c1=O,-3%,2%,-7%,5,9%,1%,4,1%,-1%,-4,-19%
CCOC(=O)c1cnc(-c2ccccc2)nc1Oc1ccc(OC)cc1,-4%,0%,0%,-11,4%,-1%,1,-5%,-4%,-19,-22%
Cc1ccc(C)c(NC(=O)CCN2CCC(C)CC2)c1,-4%,2%,-4%,6,-11%,-4%,-2,-8%,-2%,-2,-3%
CCOC(=O)c1csc(NC(=O)c2ccc(N3C(=O)CCC3=O)cc2)n1,4%,-10%,0%,-15,-2%,0%,-3,0%,2%,-1,-1%
O=C(CSc1ccsc1[N+](=O)[O-])NCc1ccco1,-13%,2%,1%,?,8%,1%,4,-1%,-13%,2,4%
CC1CCCCC1NC(=S)Nc1ccc(Cl)cc1Cl (stereo unspecified),1%,?,-2%,12,?,9%,-9,-9%,-2%,1,3.5µM*
CCN1CCCC1CNC(=O)CCc1nnc(CCC2CCCCC2)o1 (stereo unspecified),-4%,1%,-2%,9,-3%,-5%,-2,-3%,-3%,1,-9%
COCCn1c(=O)[nH]c2cc(C(=O)NCCN3CCN(c4ccc(OC)cc4)CC3)ccc2c1=O,3%,-7%,0%,-1,3%,-2%,-19,-9%,0%,-3,0%
Cc1nn(-c2ccccc2)c(C)c1C(=O)OCC(=O)Nc1cccc(S(N)(=O)=O)c1,8%,?,0%,-4,nt,-4%,-4,-19%,-2%,nt,nt
CN(C)CCN(C(=O)c1ccc2c(c1)OCCO2)c1nc2cc3c(cc2s1)OCO3,5%,-26%,9%,-9,10%,15%,11,5%,2%,1,-8%
